Screening data (PubChem)
All columns: NCI-60 one-dose screen, growth in % after 48 h at 10 µM unless noted; 100 = growth as untreated, 0 = no growth, -100 = all killed.
NCI-H23: NCI-H23 lung cancer. AID 1794731. actives 4% (n = 80,000)
NCI-H522: NCI-H522 lung cancer; actives 8% (n = 78,000); AID 1794739
NCI-H322M: NCI-H322M lung cancer; actives 2.7% (n = 80,000); AID 1794733
RXF 393: RXF 393 renal cancer cells. actives 6.9% (n = 77,000)
HT29: HT29 colon cancer. actives 7.4% (n = 81,000). AID 1794748
NCI-H460: NCI-H460 lung cancer. actives 6.8% (n = 82,000)
COLO 205: COLO 205 colon cancer. actives 7.3% (n = 79,000). AID 1794742
NCI-H226: NCI-H226 lung cancer; actives 3.5% (n = 79,000); AID 1794732
A498: A498 renal cancer cells | AID 1794774 | actives 5.4% (n = 76,000)
Active calls of the source: *; · = not tested or not shown; & = joins results of further samples; ! = not active in a repeat. The calls were made as follows: active = growth percent below 10; inactive = the rest.

canonical_smiles	NCI-H23	NCI-H522	NCI-H322M	RXF 393	HT29	NCI-H460	COLO 205	NCI-H226	A498
COc1ccc(-c2cc(C(=O)N3CCN(C(=O)c4ccccc4NCc4ccc5c(c4)OCO5)CC3)nc3cc(-c4ccccc4)nn23)cc1OC	106	85	97	94	100	99	107	92	86
NNC(=O)C1CC(O)Cc2cc(F)ccc2N1 (stereo unspecified)	102	85	96	109	94	116	112	92	91
S=C1Nc2c(sc3ccc(Cl)cc23)C(c2cccc(Br)c2)N1 (stereo unspecified)	88	88	94	107	100	93	103	85	68
CCOc1ccc2nc(NC(=O)c3ccc(C(C)(C)C)cc3)sc2c1	74	79	89	104	81	92	107	70	89
C=Cc1cc(C)cc(OC)c1O	111	92	94	127	103	109	119	118	115
O=P(O)(O)c1cccc(Cl)c1	94	106	105	·	102	105	101	95	98
FC(F)(F)c1cc2n(n1)-c1ncc(Br)cc1Oc1ccccc1-2	95	71	90	87	88	87	97	84	110
Cc1ccc([N+](=O)[O-])cc1NC(=O)Nc1ccc(S(N)(=O)=O)cc1	98	174	88	110	108	107	116	107	125
CC(=O)OC1C(COS(C)(=O)=O)OC(OC2(COS(C)(=O)=O)OC(COS(C)(=O)=O)C(OC(C)=O)C2OC(C)=O)C(OS(C)(=O)=O)C1OC(C)=O (stereo unspecified)	110	78	98	111	92	107	109	98	90
CCN(CC)CCOC(=O)c1cccnc1	96	·	100	103	107	101	119	90	63
CC(=O)Nc1ccc(O)c(C)c1	100	93	100	116	98	104	109	95	·
COc1nc2c(cc1S(=O)(=O)c1ccccc1)CCc1c-2cnn1-c1ccccc1	·	48	·	94	55	78	96	87	55
COc1ccc(C(=O)c2ccc(OC)c(OC)c2OC)cc1	41&41	12&11	59	9.8*!	4.7*!	5.6*!	-15*	53&63	-9.5*
O=C(NNC(=O)c1ccc(OCc2nc3ccc(Cl)cc3[nH]2)cc1)Nc1ccc(Cl)c(Cl)c1	47	60	48	69	67	27	105	93	182
Cc1ccc(S(=O)(=O)Oc2ccc([N+](=O)[O-])cc2[N+](=O)[O-])cc1	97	18	122	111	98	110	86	69	94
CC(=O)O[C@H]1CC[C@@]2(C)[C@@H](CC[C@@H]3[C@@H]2CC[C@@]2(C)[C@H]3CC[C@]2(O)C(C)=O)C1	101	97	92	·	107	105	107	90	90
C[C@H]1CN2C(=O)/C=C/C=C/C=C/[C@@](C)(O)[C@@H](O[C@@H]3OC[C@@H](O)[C@H](O)C3N)\C=C/C=C/C=C/C=C\[C@@H]2[C@@H]1O (stereo partly specified)	108	99	105	110	111	114	115	104	108
CCO/C=C1\SC(=O)NC1=Nc1cccc(O)c1	103	96	103	117	104	104	119	93	·
CC(=O)C(=Cc1ccc(O)cc1)C(C)=O	104&92	87&24	108&105	102&114	104&101	109&103	125&107	108&101	101&71
COc1ccc(NC(=O)C2=C(C)Nc3ncnn3C2c2ccccc2Cl)cc1 (stereo unspecified)	100	92	114	114	98	114	117	107	97
COc1ccc(/C=C/C(=O)c2ccc(NC(=O)c3ccccc3CN3C(=O)c4ccccc4C3=O)cc2)c(OC)c1	84	85	85	110	105	94	113	91	·
Cc1cc(=O)[nH]n1-c1ccc(Cl)cc1N	96	93	120	121	96	115	110	·	122
Cc1cc(N=C2C=CC(=O)C=C2)ccc1O	101	96	94	118	97	112	104	99	92
O=C(Nc1ccc(OCc2ccccn2)c(Cl)c1)c1cnccn1	96	89	103	115	98	101	119	102	90
O=C1OC(CN(Cc2ccccc2)Cc2ccccc2)CN1/N=C/c1ccc([N+](=O)[O-])o1 (stereo unspecified)	72	88	106	87	63	85	78	85	·

canonical_smiles	NCI-H23	NCI-H522	NCI-H322M	RXF 393	HT29	NCI-H460	COLO 205	NCI-H226	A498
O=C(Nc1cccc2c1C(=O)c1cccc(Cl)c1C2=O)c1ccccc1	88	85	65	98	96	101	114	92	120
N#C/C(=C\c1c[nH]c2ccccc12)C(N)=O	113	98	137	86	101	101	98	·	164
CC1CCC(C)N1CCCCN1C(C)CCC1C (stereo unspecified)	100	96	101	109	107	106	107	92	92
CC(C)(C)NC(=O)C(OC(=O)C1CC1c1ccc(F)c(F)c1)c1ccc(Cl)cc1 (stereo unspecified)	100	73	102	101	93	103	108	97	102
CN(C)S(=O)(=O)Oc1ccc(-c2ccc3occc3c2)cc1	96	82	·	109	101	102	114	89	102
O=C1N=c2ccccc2=C/C1=C\N(O)c1ccccc1	91	82	98	103	102	105	115	85	84
O=S(=O)(c1ccccc1)n1cc2c(c1)-c1nc(Nc3ncccn3)sc1CC2	62	55	64	35	66	68	62	26	44
COc1cccc2c1CCCC2	97	86	91	118	107	107	113	97	124
CC[C@H]1OC(=O)[C@H](C)[C@@H](O[C@H]2C[C@@](C)(OC)[C@@H](O)[C@H](C)O2)[C@H](C)[C@@H](O[C@@H]2O[C@H](C)C[C@H](N(C)C)[C@H]2O)[C@](C)(OC)C[C@@H](C)C(=O)[C@H](C)[C@@H](O)[C@]1(C)O	124	102	101	110	100	111	85	89	122
NC(=O)CSc1ccc(Cl)cc1	100	95	105	113	103	104	106	103	·
c1ccc(-c2c[nH]c(-c3ccccc3)c2)cc1	86&85	82&91	89	104&96	105&94	104&100	111&113	69	100
CCN(CC)C1CCC(N)CC1 (stereo unspecified)	98&106	105&97	102&109	102	111&110	108&102	108&104	98&96	112&97
CCCC(C)(C)c1cc(C(C)C)cc(C(C)(C)CCC)c1O	106	88	104	·	106	104	100	108	78
CCN(CC)CCCC(C)Nc1ccnc2cc(Br)ccc12 (stereo unspecified)	95	102	96	73	80	103	80	100	93
COc1c2occc2c(OC)c2c(=O)c(-c3cc(-c4ccc(F)cc4)c(C#N)c(=O)[nH]3)c(C)oc12	90	81	99	97	105	104	96	84	96
CC(C)C(O)C(C)(C)C(O)C#N (stereo unspecified)	100	120	97	112	112	117	112	107	111
CC(c1ccc2ccccc2c1)c1ccccc1C(=O)O (stereo unspecified)	103	94	98	100	105	107	116	96	104
CCCCOC(=O)C1OC(Oc2ccc3c(C)cc(=O)oc3c2)[C@@H](O)C(O)C1O (stereo partly specified)	103	91	105	108	104	104	·	·	·
CSC(=O)NNC(=O)c1ccncc1	100	90	108	130	85	114	110	117	108
COc1ccc(C2=NN(C=O)C(c3ccc(OS(=O)(=O)c4ccc(C)cc4)c(OC)c3)C2)cc1 (stereo unspecified)	38	21	100	83	35	63	63	67	40
Cc1ccc(S(=O)(=O)N/N=C2\COC(C)C2)cc1 (stereo unspecified)	104	85	82	114	102	106	101	103	108
Cn1ncc2c(=O)[nH]c(=S)[nH]c21	89	106	106	92	109	97	101	87	81
NC1=C(C/C(N)=N\O)C(c2ccccc2Cl)c2c(ccc3ccccc23)O1 (stereo unspecified)	87	55	96	86	97	88	118	89	97
NCCCc1ccc2c(c1)oc1ccccc12	96	83	116	135	93	104	120	113	75
NC(N)=NCC1COC2(CCCCC2)O1 (stereo unspecified)	101	100	103	107	101	108	104	98	108

canonical_smiles	NCI-H23	NCI-H522	NCI-H322M	RXF 393	HT29	NCI-H460	COLO 205	NCI-H226	A498
O=S(=O)(O)c1ccc(N=Nc2ccc(N=Nc3ccc(O)cc3)cc2)cc1	99	93	113	108	110	·	107	104	·
O=C(O)/C=C\C(=O)Nc1ccc(O)cc1	92	80	99	108	93	113	114	109	102
CCCCCCCCn1ccc2cc(NC(=O)CN3CCN(c4cc(C)nc(Cl)n4)CC3)ccc21	82	76	89	69	77	92	106	82	97
CSc1nc(SCc2ccccc2)[nH]c(=O)n1	101	87	102	96	96	116	104	92	·
COc1ccc(NS(=O)(=O)c2ccc(-c3cnc(C4CC4)o3)cc2)cc1	72	51	92	84	19	33	·	·	·
Nc1nc(-c2ccc([N+](=O)[O-])cc2)cc(=O)[nH]1	101	99	112	118	108	105	97	98	97
COC(=O)N[C@H]1CCc2c(Cl)c(OC)c(OC)c(OC)c2-c2ccc(SC)c(=O)cc21	34	22	35	20	13	-11*	-24*	23	·
COc1ccc(C(=O)CSc2nc3c([nH]2)c(=O)n(C)c(=O)n3C)c(F)c1	93	85	90	·	112	108	117	103	167
Nc1c(Cl)cccc1[N+](=O)[O-]	106	118	110	115	111	104	114	101	101
Nc1ccc(CSc2ccc(Cl)cc2)cc1	·	68	90	96	100	89	119	87	64
O=c1[nH]nnc2c1cnn2-c1ccccc1	89	90	·	99	104	109	115	97	·
CCCC(NC(=O)CN1C(=O)/C(=C/C(C)=C/c2ccccc2)SC1=S)C(=O)O (stereo unspecified)	99	91	103	114	114	101	126	94	92
O=C(O)c1cccc2c1C(=O)c1cccc3snc-2c13	93	91	98	105	99	105	108	97	88
Cc1ccc(C(=O)C[n+]2ccccc2)c(O)c1	100	122	112	108	99	106	98	89	62
COc1ccc(-c2csc(NC(=O)CN3CCN(c4cc(=O)n(-c5ccccc5)c5ccccc45)CC3)n2)cc1	64	70	87	96	92	84	115	81	87
O=[N+]([O-])c1ccc(-c2nnc(Cn3c(COc4cccc5ccccc45)nc4ccccc43)o2)cc1	90	87	80	103	97	101	109	90	94
C=CCn1c2c(c3ccccc31)CC1CN(Cc3ccco3)C(=O)C1C2C(=O)O (stereo unspecified)	98	90	94	102	112	101	112	99	91
COCc1cc2c(cc1Br)OCO2	97	89	97	107	106	106	102	96	91
N#CCCN(CCO)c1ccccc1	104	81	94	105	94	105	104	95	96
